D2 antagonist = D2 dopamine receptor (human) antagonism | actives 2% (n = 340,000) | inhibition, % at 10 µM | P14416 | AID 485344 | HEK293 TREx D2 cells, calcium flux, dopamine EC80; in the data active = inhibition above about 30%; note: 0% is about no effect
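Dopamine at EC80 is the agonist stimulus; test compounds precede it by 180 s. Calcium flux read kinetically in a force-coupled, inducible HEK293 T-REx D2 cell line.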
D2 ag = D2 dopamine receptor (human) agonism | HEK293 T-REx D2 cells, calcium flux agonist mode | AID 485358 | activation, % at 2 µM | P14416 | actives 0.53% (n = 340,000);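 active = activation over 3 SD above normal in the single-dose calcium agonist read, cut at about 30% in these data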; note: 0% is about no effect
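Agonism is scored from calcium flux in a force-coupled, inducible HEK293 cell line expressing D2, read kinetically for 180 s after compound addition against dopamine controls.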
USP1 inh = USP1/UAF1 (human) deubiquitinase inhibition; recombinant USP1/UAF1, Ub-Rhodamine cleavage fluorescence; Potency, µM (titrated, usually from 57.1 µM), without a hit: at the top dose activity change, negative = inhibition, usual class: inhibitors; actives 0.23% (n = 390,000); AID 743255; note: potency is the fitted concentration of half-maximal effect; % is set by controls: 0 for no effect and ±100 for the full control effect; nearly all actives have a fitted effect of over 60% in size; inactives centre near -12
Target sequence (O94782 whole entry, looked up): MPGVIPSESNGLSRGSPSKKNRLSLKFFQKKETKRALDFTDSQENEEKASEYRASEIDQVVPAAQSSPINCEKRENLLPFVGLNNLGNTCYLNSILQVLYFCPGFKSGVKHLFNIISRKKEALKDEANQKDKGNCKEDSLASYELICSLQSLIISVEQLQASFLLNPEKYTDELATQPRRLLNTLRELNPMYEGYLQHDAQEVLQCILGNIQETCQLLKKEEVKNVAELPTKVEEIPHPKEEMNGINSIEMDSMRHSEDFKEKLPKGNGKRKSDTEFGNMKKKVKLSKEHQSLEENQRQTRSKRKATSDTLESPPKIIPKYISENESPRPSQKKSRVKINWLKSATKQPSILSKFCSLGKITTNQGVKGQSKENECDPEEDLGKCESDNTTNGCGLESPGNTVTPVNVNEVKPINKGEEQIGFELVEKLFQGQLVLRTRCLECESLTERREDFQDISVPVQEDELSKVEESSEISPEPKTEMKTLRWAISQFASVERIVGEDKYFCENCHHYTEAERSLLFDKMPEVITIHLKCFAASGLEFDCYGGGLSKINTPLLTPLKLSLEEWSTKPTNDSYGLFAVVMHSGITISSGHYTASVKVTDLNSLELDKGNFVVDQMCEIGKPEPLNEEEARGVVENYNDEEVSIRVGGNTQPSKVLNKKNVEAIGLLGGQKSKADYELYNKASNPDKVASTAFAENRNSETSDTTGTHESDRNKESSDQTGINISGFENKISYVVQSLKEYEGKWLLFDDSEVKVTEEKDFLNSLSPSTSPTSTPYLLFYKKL
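In this screen, compounds sit with the deubiquitinase complex (1nM) for 15 min at room temperature before Ub-Rho is added at 150nM final. Fluorescence rise is then followed for 6 reads every 60 seconds.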
TrxR1 substrate = is turned over as a substrate by rat TrxR1; purified TrxR1 substrate turnover, NADPH consumption readout; Potency, µM (top dose mostly 114 µM), inactives show at the top dose activity change, negative = substrate turnover; actives 0.01% (n = 390,000); note: potency is the fitted concentration of half-maximal effect; % is set by controls: 0 for no effect and ±100 for the full control effect; nearly all actives have a fitted effect of over 50% in size
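Rat TrxR1, dispensed at 90 nM, was prereduced with 400 uM NADPH (final) for 5 min at ~22 deg C, then incubated with compound 15 min before 400 uM selenite. A first-read NADPH fluorescence drop versus no-compound background flagged substrates.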
PI4K2A inh = inhibitors of human PI4K2A. Q9BTU6. purified PI4K2A, ADP-Glo luminescence, 1 h; hits give low values. activity change, negative = inhibition, % at 76.9 µM. actives 0.13% (n = 420,000). AID 1346378; in the data active = activity change below about -50%; inconclusive = mostly about -30% to -49%;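 note: -100% = wells without enzyme as full effect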
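In this quantitative HTS, ADP production by PI4K2A was quantified luminescently after 1 h at ambient temperature; 100 microM adenosine served as plate-quality control.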
mIDH1 inhibitor = human IDH1 R132H inhibition; IDH1-R132H enzyme, NADPH consumption, diaphorase/resazurin fluorescence; Potency, µM (highest dose often 76.6 µM), for inactives: top-dose activity change, negative = inhibition, actives largely listed as inhibitors; actives 0.093% (n = 390,000); AID 602179; note: potency is the fitted concentration of half-maximal effect; % is set by controls: 0 for no effect and ±100 for the full control effect; nearly all actives have a fitted effect of over 65% in size
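IDH1-R132H (0.5 ug/mL dispensed) in pH 7.5 Tris buffer was preincubated 30 min with compound, then given a substrate mix of 0.016 mM NADPH and 2 mM alpha-KG for 80 min at room temperature; remaining NADPH was read by diaphorase/resazurin fluorescence.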
TRHR ag = TRH receptor (human) agonism; P34981; TRHR cells, calcium flux fluo-8, FDSS agonist mode; activation, % at 2 µM; actives 0.18% (n = 360,000); AID 493084; in the data active = activation above about 30%; note: 0% is about no effect
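TRHR-expressing cells, plated overnight in medium with 10% serum, were loaded with fluo-8 calcium dye at room temperature. After a 10 s baseline, library compound was pin-added and calcium release was recorded kinetically (ex 480/em 530) as agonist response.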
TrxR1 inh = inhibitors of rat thioredoxin reductase 1; recombinant rTrxR1, NADPH fluorescence consumption, selenite substrate; Potency, µM (top dose mostly 114 µM), for inactives: at the highest dose activity change, negative = inhibition, actives largely listed as inhibitors; actives 1% (n = 390,000); AID 588453; note: potency is the fitted concentration of half-maximal effect; % is set by controls: 0 for no effect and ±100 for the full control effect; nearly all actives have a fitted effect of over 65% in size
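Rat TrxR1 (90 nM in the dispensed reagent) was pre-reduced with 400 uM NADPH for 5 min at room temperature, then incubated with compound for 15 min. After 400 uM selenite was added, NADPH fluorescence (Ex 340/Em 450 nm) was followed for 8 min.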
TRHR enhancer = allosterically enhances the human TRH receptor; TRHR cells, fluo-8 calcium fluorescence, EC20 TRH enhancement; enhancement, % at 2 µM; P34981; actives 0.66% (n = 360,000); in the data active = enhancement above about 30%; note: 0% is about no effect
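Enhancer read-out: after compound pinning and an initial kinetic agonist-mode read, an EC20 of TRH (10 nM final) was injected and fluo-8 calcium signal (Ex 480/Em 530) followed at 1 s/cycle for 100 cycles in TRHR-expressing cells.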
An asterisk follows results filed as active; ? = inconclusive; / = not tested or not shown; & = joins results of further samples; [ ] = dose if it differs, or a comment. Unless noted, calls come from the whole dose curve; as a rule, active = well fitted inhibition curve with a large enough effect; inconclusive = small, poorly fitted or top-dose-only effect; inactive = no such curve, though single readings can be large or run the other way.

Start of the data: the first 2 entries, to show the layout:
SMILES | D2 antagonist | D2 ag | USP1 inh | TrxR1 substrate | PI4K2A inh | mIDH1 inhibitor | TRHR ag | TrxR1 inh | TRHR enhancer
Cc1ccc(N(C)C(=O)CC(C)S(=O)(=O)c2ccc3c(c2)NC(=O)CO3)cc1 (configuration not stated) | -8 | 1.8&1.4 | -10%&-12% | 1%&-9% | -4&2 | 6%&-5% | -0.5&-0.6 | 14%&3% | -1&2
COC(=O)C1=C[C@@H](C(=O)OC)C2C3=C(C(=O)C24CCCCC4)[C@H](C)n2c(=O)n(C)c(=O)n2[C@@H]3C1 (some centres not stated) | / | / | -23% | 3%&-1% | 5 | -10% | / | 11%&-8% | /

The listing, from the start:
SMILES | D2 antagonist | D2 ag | USP1 inh | TrxR1 substrate | PI4K2A inh | mIDH1 inhibitor | TRHR ag | TrxR1 inh | TRHR enhancer
Cc1ccc(N(C)C(=O)CC(C)S(=O)(=O)c2ccc3c(c2)NC(=O)CO3)cc1 (configuration not stated) | -8 | 1.8&1.4 | -10%&-12% | 1%&-9% | -4&2 | 6%&-5% | -0.5&-0.6 | 14%&3% | -1&2
COC(=O)C1=C[C@@H](C(=O)OC)C2C3=C(C(=O)C24CCCCC4)[C@H](C)n2c(=O)n(C)c(=O)n2[C@@H]3C1 (some centres not stated) | / | / | -23% | 3%&-1% | 5 | -10% | / | 11%&-8% | /
O=C(Nc1ccc(N2CCOCC2)c(Cl)c1)c1ccc(F)cc1 | 2 | 0.0 | -10% | -12% | 1 | 23% | 0.3 | -10% | 2
Cc1oc(C)c(C(=O)Nc2ccc(CC(=O)O)cc2)c1C(=O)Nc1ccc(CC(=O)O)cc1 | 11 | -1.8 | 3% | 2% | -4 | 5% | 0.6 | 9% | 6
c1ccc(CCC2Cc3ccccc3N2)cc1 (configuration not stated) | -6 | -1.0 | ? | 7%[57.1 µM] | 2 | 14% | -0.7 | 7%[57.1 µM] | 2
CCOC(=O)c1ccc(NC(=O)COc2ccccc2CNCCO)cc1 | 4 | -0.1 | -14% | 0% | 6 | -3% | 0.9 | 3% | -2
Cc1cccc(Cc2cnc(NC(=O)CN3C(=O)/C(=C/c4ccccc4)SC3=S)s2)c1 | -21 | -1.8 | -13% | -5% | -1 | 2% | -1.9 | -17% | 1
COc1ccc(CN2C(=O)C3C4C=CC(C4)C3C2=O)cc1 (configuration not stated) | 0 | 1.2 | -6% | 5% | 6 | 1% | -0.4 | 28% | 8
CC(=O)c1ccc(NC(=O)c2cn(-c3ccccc3)nc2-c2ccc(Br)cc2)cc1 | / | 0.6 | -21% | 3% | -1 | -3% | -0.4 | 17% | -1
CN=C1S/C(=C/c2cn(CC(=O)OC)c3ccccc23)C(=O)N1C | / | / | -5% | -1%[57.1 µM] | 1 | 6% | -0.9 | -5%[57.1 µM] | -7
CCO[C@@H]1OC(C(=O)N2CCN(Cc3ccc4c(c3)OCO4)CC2)=C[C@H](C2CCCCC2)[C@H]1CCCO | -6 | 0.2 | -13% | -9% | 4 | ? | -0.4 | -2% | 4
N#Cc1ccc2[nH]cc(CCO)c2c1 | 10 | -0.3 | -15% | -1%[57.1 µM] | -1 | -1% | 0.4 | -12%[57.1 µM] | -4
Cc1ccc(NC(=O)CCS(=O)(=O)c2cccc3nonc23)cc1Cl | 6 | -2.2&-0.6 | -1%&-12% | -3%&-6% | 3&-4 | -4%&8% | -2.1&-0.7 | -11%&-11% | 5&22
COc1ccc(-c2cc(C(=O)N(C)CC(=O)Nc3cccc(F)c3)c3ccccc3n2)cc1 | -17 | 0.6 | -11% | 134%[activator] | 0 | 7% | 0.3 | 33% | -18
COc1ccccc1NC(=O)NCCN1CCN(C(=O)Nc2ccccc2OC)CC1 | / | / | -2% | 5% | -3 | 17% | -0.4 | 19% | -1
COc1ccc(C(=O)OC(C)C(=O)NC2CCCCC2C)cc1S(=O)(=O)N1CCOCC1 (configuration not stated) | -4 | -0.4 | -11% | -8% | 2 | 4% | -1.3 | -8% | -7
O=C(O)c1ccc(NC(=O)c2ccc(COc3ccc(Cl)cc3)o2)cc1 | -11 | 0.1 | -15% | -5% | -2 | -4% | 0.1 | 5% | 5
N#Cc1c(-c2ccccc2)cc(-c2ccccc2)nc1SCC(=O)Nc1ccc(Cl)cc1 | / | / | -14% | 5% | -3 | -5% | -0.8 | 14% | 6
COc1ccc(CCNS(=O)(=O)c2cc(-c3cc(C)no3)ccc2C)cc1OC | / | 0.0 | -10% | 6%[57.1 µM] | -1 | -4% | 0.1 | 17%[57.1 µM] | -6
COc1ccccc1OCC(=O)/C=C1/N(C)c2ccccc2C1(C)C | -4 | -1.1 | -20% | 6%[57.1 µM] | -8 | 7% | -0.2 | 21%[57.1 µM] | 1
COc1ccccc1NC(=O)C1CCCN(S(=O)(=O)c2c(C)noc2C)C1 (configuration not stated) | 4 | 0.5 | -29% | 6% | 0 | 24% | 0.4 | 15% | -1
Cc1n[nH]c(C)c1CCc1nc2c3ccccc3nc(SCC(=O)Nc3ccc(F)cc3)n2n1 | / | 0.1 | -8% | -10%[57.1 µM] | -4 | -24% | -0.1 | 3%[57.1 µM] | 6
CCCc1cc(=O)[nH]c(SCC(=O)NC2(C#N)CCCCC2)n1 | / | / | -9% | 6% | 5 | 1% | -0.1 | 28% | 2
CC(=NCc1ccncc1)C1=C(O)c2ccccc2C1=O | 7 | -0.3 | / | / | / | / | 0.0 | / | -1
O=C(CSc1nnc(Cn2nnc3ccccc32)o1)N(Cc1ccc(Cl)cc1)c1ccccc1 | 14 | 0.3 | -6% | -4%[57.1 µM] | -2 | 8% | 0.3 | 16% | 0

(further entries)
SMILES | D2 antagonist | D2 ag | USP1 inh | TrxR1 substrate | PI4K2A inh | mIDH1 inhibitor | TRHR ag | TrxR1 inh | TRHR enhancer
O=C(COc1cccc(NC(=O)c2ccco2)c1)c1ccc(F)cc1 | 3 | 0.1 | -9% | -5%[57.1 µM] | -14 | 1% | -0.5 | 0%[57.1 µM] | -3
CCOC(=O)N1CCN(C(=O)c2ccc3c(c2)N(Cc2cccc(Cl)c2)C(=O)c2ccccc2S3=O)CC1 (configuration not stated) | 16 | -0.1&0.1 | -13%&-2% | -13% | -4&-1 | -17%&-4% | -0.5&-0.6 | -3% | 2&16
COc1ccc(S(=O)(=O)NCc2ccccn2)cc1 | 0 | 0.4 | -23% | 10% | -4 | -8% | 0.0 | 25% | 1
CCCCn1nc(C(=O)Nc2ccc3c(c2)OCCO3)c2ccccc2c1=O | 9 | 0.5 | -19% | -1% | -3 | 3% | 0.4 | 7% | -11
COc1ccc(-c2csc(NC(=O)c3nc(-c4ccccc4)oc3C)n2)cc1 | 15 | 0.4 | -2% | 10% | -10 | -8% | 4.4 | 19% | 17
CN1CCN(C2=C(Cl)C(=O)c3ccccc3C2=O)CC1 | / | / | 3.5µM* | -4%[57.1 µM] | -55* | 21% | / | ? | /
CCCCc1c(O)nc(SCC(=O)Nc2ccc3c(c2)CCC3)[nH]c1=O | 0 | 0.2 | -14% | 8%[57.1 µM] | -3 | 0% | -0.1 | 15%[57.1 µM] | 6
COc1ccc(CNC(=O)Cn2nc([N+](=O)[O-])cc2C)cc1 | 4 | 2.2 | -14% | -1% | 1 | -4% | 0.4 | 17% | 0
COc1ccc(CCNS(=O)(=O)c2ccc3c(c2)NC(=O)CS3)cc1OC | -15 | 1.0 | -18% | -4% | -3 | 0% | 0.3 | 15% | -2
CN1CCN(C(=O)/C(=C\c2cccs2)NC(=O)c2ccco2)CC1 | 14 | 0.0 | -5% | -11% | -2 | 3% | 0.0 | -1% | -3
O=c1c2c(nc3c(-c4ccc(Cl)cc4)c[nH]n13)CCC2 | 14 | -1.2 | -13% | -5%[57.1 µM] | -6 | 8% | 0.3 | 35%[57.1 µM] | 3
CCN1CCN(c2cc(C)c3cc(NC(=S)N4CCCC(C)C4)ccc3n2)CC1 (configuration not stated) | -11 | -1.5 | -11% | 15% | 9 | -1% | -1.6 | 6% | 10
C[C@@H]1COC(=O)[C@H](CC(=O)OC(C)(C)C)C/C=C\C[C@H](CC(=O)N(CCO)Cc2ccccc2)C(=O)N1 | / | / | -5% | 1% | -5 | 5% | / | 18% | /
COc1cc(OC)c(C(=O)OC(C)C(=O)NCc2ccc3c(c2)OCO3)cc1OC (configuration not stated) | / | / | ? | 3% | -1 | -10% | / | 14% | /
COc1ccc(CN2C(=O)c3ccccc3C(/C=N\OCc3ccc(C)cc3)C2=O)cc1 (configuration not stated) | / | / | ? | 14%[57.1 µM] | -27 | 1% | 1.9 | 3%[57.1 µM] | -10
CCCN(CCC)c1nc(NC2CCN(C(=O)OCC)CC2)nc(OC)n1 | 4 | 1.2 | -18% | 5%[57.1 µM] | -1 | 4% | 0.7 | 9%[57.1 µM] | -4
COc1ccc(NC(=O)c2c(NCc3sccc3C)sc3c2CCCCC3)c(OC)c1 | / | 0.0 | -25% | -2%[57.1 µM] | -6 | -2% | 0.3 | 18µM* | -8
CN(C)c1ccc(-c2nnn(Cc3ccccc3Br)n2)cc1 | -17 | -2.9 | -8% | 28% | -4 | 6% | 0.8 | 43%[activator] | -1
C=CCc1cccc2cc(C(=O)Nc3ccccc3C(=O)O)c(=O)oc12 | -22 | -5.9 | -11% | -12%[57.1 µM] | 3 | 0% | -0.4 | -9%[57.1 µM] | 6
CC(C)c1nnc(NC(=O)CCC(=O)NC2CC2)s1 | 11 | 0.5 | -21% | 3% | -2 | 1% | -0.2 | 15% | -6
C[C@@H](NC(=O)Cn1ccc(N)nc1=O)c1cccc2ccccc12 | / | / | -2% | 10%[57.1 µM] | 3 | -1% | 0.1 | 14%[57.1 µM] | 4
Cc1ccc(C(=O)N2CCCC(C(=O)c3cc(F)ccc3F)C2)s1 (configuration not stated) | -3 | -0.3 | -12% | 0% | 3 | 8% | -0.7 | 14% | -1
CCCS(=O)(=O)Nc1c(C(=O)O)[nH]c2ccccc12 | -17 | -1.5 | -10% | 59%[activator][57.1 µM] | 1 | 4% | -0.7 | 14%[57.1 µM] | 4
CCSc1nnc(-c2ccc(Cl)cc2)c2ccccc12 | 5 | -0.5 | ? | -2% | 3 | 0% | -0.3 | -5% | -10
CC(C)[C@H](NC(=O)c1ccccc1)C(=O)OCC(=O)c1c(N)n(C)c(=O)n(C)c1=O | / | / | -5% | -6% | 1 | -9% | / | 5% | /
